Screening data deposited in PubChem BioAssay by The Scripps Research Institute Molecular Screening Center.
GPR151 activ: activators of human GPR151. Q8TDV0. PathHunter beta-arrestin GPR151 cells, luminescence. activation, % at 11.2 µM. 650,000 compounds, 1% hits; in the data active = activation above about 4.9%;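 note: 0% = median of compound wells and 100% = cells with positive control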
Target sequence (Q8TDV0 whole entry, looked up): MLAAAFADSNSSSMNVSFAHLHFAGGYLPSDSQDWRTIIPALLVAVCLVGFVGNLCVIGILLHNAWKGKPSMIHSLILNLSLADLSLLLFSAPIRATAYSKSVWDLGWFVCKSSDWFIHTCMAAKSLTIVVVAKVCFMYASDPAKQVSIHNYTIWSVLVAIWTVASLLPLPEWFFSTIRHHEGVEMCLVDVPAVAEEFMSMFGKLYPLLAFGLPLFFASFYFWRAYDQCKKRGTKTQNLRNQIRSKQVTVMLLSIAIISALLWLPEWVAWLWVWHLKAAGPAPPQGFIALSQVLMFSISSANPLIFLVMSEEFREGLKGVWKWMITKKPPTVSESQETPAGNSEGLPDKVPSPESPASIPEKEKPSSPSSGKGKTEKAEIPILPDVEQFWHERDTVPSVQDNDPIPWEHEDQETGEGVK
FBW7 act: activators of human E3 ligase FBW7; Q969H0; AlphaScreen FBW7–phospho-cyclin E peptide binding, activator screen; normalized activity (activation), % at 26.1 µM; 650,000 compounds, 0.13% hits; AID 1259310; in the data active = normalized activity above about 1.9%;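 note: purified mutant Fbw7 with reduced substrate affinity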
MITF inh: human MITF inhibition, primary screen; 650,000 compounds, 0.91% hits; AID 1259374; O75030; AlphaScreen MITF homodimerization, bead proximity signal; inhibition, % at 2.6 µM; in the data active = inhibition above about 50%;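 note: 0% = vehicle wells with protein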
Target sequence (O75030 whole entry, looked up): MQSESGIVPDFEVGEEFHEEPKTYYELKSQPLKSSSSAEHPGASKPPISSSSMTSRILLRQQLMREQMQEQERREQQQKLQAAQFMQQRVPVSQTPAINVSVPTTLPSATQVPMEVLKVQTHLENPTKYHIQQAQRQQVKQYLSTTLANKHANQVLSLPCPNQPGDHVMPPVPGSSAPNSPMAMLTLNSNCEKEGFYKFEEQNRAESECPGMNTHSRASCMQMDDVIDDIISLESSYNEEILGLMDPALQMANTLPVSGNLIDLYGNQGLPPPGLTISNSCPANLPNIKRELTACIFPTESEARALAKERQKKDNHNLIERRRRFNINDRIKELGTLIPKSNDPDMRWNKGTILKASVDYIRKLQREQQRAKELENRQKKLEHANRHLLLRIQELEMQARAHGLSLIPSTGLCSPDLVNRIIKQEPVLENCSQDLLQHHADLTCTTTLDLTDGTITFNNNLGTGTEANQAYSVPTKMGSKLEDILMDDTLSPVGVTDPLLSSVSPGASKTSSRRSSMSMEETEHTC
TEAD-YAP inh: TEAD-YAP interaction inhibition. HEK-TIYL cells, TEAD-Gal4/YAP UAS-luciferase luminescence. inhibition, % at 9.12 µM. 640,000 compounds, 1.4% hits; in the data active = inhibition above about 32%;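 note: 0% = median of test compound wells and 100% = reference inhibitor wells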
Starred values were filed as active, the others as inactive; · = no result given.

Values run as follows: TEAD-YAP inh	FBW7 act	MITF inh	GPR151 activ
1: COc1ccc(-c2c[n+]3c(n2-c2c(C)n(C)n(-c4ccccc4)c2=O)CCCCC3)cc1
→ 3.6	-0.1	-1.2	-0.1
2: Cc1ccc(N(Cc2ccc(C(=O)Nc3ccc(Cl)c(Cl)c3)cc2)S(C)(=O)=O)cc1C
→ 20.7	-0.1	1.5	0.0
3: NC(=O)C1CCCN(C(=S)Nc2cccc3ccccc23)C1 (stereo not given)
→ -6.7	-0.4	3.2	-0.5
4: O=c1cc(CN2CCN(C3CCCC3)C(CCO)C2)[nH]c2ccccc12 (stereo not given)
→ -1.3	0.0	15.6	-0.3
5: CC(=O)Nc1ccc(S(=O)(=O)NC(C)(C)CC(C)(C)C)cc1
→ -5.7	0.0	11.2	1.6
6: CC1=CC(=O)C=C/C1=N/OC(=O)c1cc([N+](=O)[O-])cc([N+](=O)[O-])c1
→ -8.6	-0.1	-9.8	0.2
7: COc1cc(NC(=O)COc2ccc3ccccc3c2)c(C(=O)O)cc1OC
→ -1.1	-0.1	-1.2	0.8
8: C/C(=N/NC(=O)C1CC1c1ccccc1)c1ccc(NC(=O)C2CC2)cc1 (stereo not given)
→ 8.0	-0.1	-1.8	-0.3
9: Cn1c(N)c(C(=O)COC(=O)c2ccc([N+](=O)[O-])o2)c(=O)n(C)c1=O
→ -3.0	-0.2	-1.3	1.1
10: CCOc1ccc(C2C(C(=O)OCCc3ccccc3)=C(C)NC3=C2C(=O)CC(c2ccccc2)C3)cc1OC (stereo not given)
→ 2.9	0.0	7.3	0.1

Look-ups from the list.
Entry of no. 10 under TEAD-YAP inh: 2.9
Entry of no. 8 under MITF inh: -1.8

Back to the main list with the 3 entries that preceded the break.
Values run as follows: TEAD-YAP inh	FBW7 act	MITF inh	GPR151 activ
8: C/C(=N/NC(=O)C1CC1c1ccccc1)c1ccc(NC(=O)C2CC2)cc1 (stereo not given)
→ 8.0	-0.1	-1.8	-0.3
9: Cn1c(N)c(C(=O)COC(=O)c2ccc([N+](=O)[O-])o2)c(=O)n(C)c1=O
→ -3.0	-0.2	-1.3	1.1
10: CCOc1ccc(C2C(C(=O)OCCc3ccccc3)=C(C)NC3=C2C(=O)CC(c2ccccc2)C3)cc1OC (stereo not given)
→ 2.9	0.0	7.3	0.1
11: COc1cc(OC)c(OC)cc1/C=C/c1nc2cc3ccccc3cc2c(=O)n1-c1ccc(C)c(C)c1
→ -5.5	-0.1	6.9	0.7
12: COc1cccc(CN[C@H]2C[C@@H](C(=O)NC(C)C)N(Cc3ccc(Cl)cc3)C2)c1OC
→ 15.8	0.0	0.1	0.0
13: O=C(CN(c1ccc(Cl)cc1Cl)S(=O)(=O)c1ccccc1)N(Cc1ccccc1)Cc1ccccc1
→ 0.6	-0.1	1.7	-0.7
14: COc1cc(NC(=O)c2ccc(-c3c(C)noc3C)s2)cc(OC)c1OC
→ -5.2	0.0	-2.4	0.7
15: COc1ccc(O)c(-c2cc(C(F)(F)C(F)F)nc(-c3ccccc3)n2)c1
→ 2.5	-0.1	6.2	0.4
16: CCN(CC)C(=O)CSc1nc2ccccc2n1CC(=O)N1CCC(C)CC1
→ 1.7	0.1	20.4	0.6
17: Cc1csc(C(=O)O)c1-n1cccc1
→ 2.8	-0.1	9.8	0.9
18: Cc1ccc(N(CC(=O)NCc2ccc(Cl)cc2)S(C)(=O)=O)cc1Cl
→ 13.8	0.1	1.2	-0.5
19: CCOC(=O)c1c(NC(=O)/C=C\C(=O)O)sc(C(=O)Nc2ccccc2)c1C
→ -22.0	0.0	-6.1	-1.2
20: COc1cccc(CNC(=O)Cn2c3ccccc3c3nc(=O)cc(C)n32)c1OC
→ 3.3	-0.1	9.0	0.3
21: Cc1oc2ccc(NS(=O)(=O)c3ccc(Cl)cc3)cc2c1C(=O)OCc1ccccc1
→ -14.5	0.1	4.9	0.8
22: Cc1c(C(=O)Nc2ccccc2Cl)sc2ncn(Cc3ccccc3F)c(=O)c12
→ -1.3	-0.1	2.4	-1.1
23: CCc1cccc(NC(=O)c2cccs2)c1
→ -20.9	0.5	-3.7	0.5
24: COc1ccc(Cl)cc1NC(=O)C1OC2OC(C)(C)OC2C2OC(C)(C)OC12 (stereo not given)
→ 7.4	-0.1	4.1	-0.1
25: O=C(CC1(O)C(=O)N(Cc2cccc3ccccc23)c2ccccc21)c1ccccn1 (stereo not given)
→ 6.1	0.0	-1.9	0.5
26: CC(C)n1c(N2CCN(Cc3ccc4c(c3)OCO4)CC2)nc2c(NCCO)ncnc21
→ 3.8	0.0	-0.4	2.8
27: CCC(=O)Nc1ccc(OC)cc1
→ -4.1	0.6	18.0	1.5
28: C(=N\NC1=NCCCCC1)/c1cccs1
→ -16.8	0.2	8.1	-0.5
29: COc1ccc(Cl)cc1N/C=C(\C#N)c1nc2ccccc2[nH]1
→ 3.5	0.0	7.7	0.9
30: COc1cc(-c2ccc(NC(=O)c3ccco3)c(OC)c2)ccc1NC(=O)c1ccco1
→ 3.0	0.3	16.9	-0.6

5 records picked at random from those above:
Values run as follows: TEAD-YAP inh	FBW7 act	MITF inh	GPR151 activ
30: COc1cc(-c2ccc(NC(=O)c3ccco3)c(OC)c2)ccc1NC(=O)c1ccco1
→ 3.0	0.3	16.9	-0.6
27: CCC(=O)Nc1ccc(OC)cc1
→ -4.1	0.6	18.0	1.5
24: COc1ccc(Cl)cc1NC(=O)C1OC2OC(C)(C)OC2C2OC(C)(C)OC12 (stereo not given)
→ 7.4	-0.1	4.1	-0.1
25: O=C(CC1(O)C(=O)N(Cc2cccc3ccccc23)c2ccccc21)c1ccccn1 (stereo not given)
→ 6.1	0.0	-1.9	0.5
26: CC(C)n1c(N2CCN(Cc3ccc4c(c3)OCO4)CC2)nc2c(NCCO)ncnc21
→ 3.8	0.0	-0.4	2.8

Following part.
Values run as follows: TEAD-YAP inh	FBW7 act	MITF inh	GPR151 activ
31: CCC1CN(CCC(=O)NCCc2nc3ccccc3[nH]2)Cc2cc(OC)ccc2O1 (stereo not given)
→ 7.8	0.0	-3.5	7.0*
32: O=C(Nc1ccccc1)Nc1ccc(I)cc1F
→ -40.7	-0.1	5.9	-1.3
33: Cc1ccc(C2Nn3c(C)nnc3SC2C(=O)Nc2cccc(C)c2C)cc1 (stereo not given)
→ 2.5	-0.1	10.7	-1.0
34: COc1ccc(C(=O)c2c(N)sc3c2CCC(C)C3)cc1 (stereo not given)
→ -75.4	-0.2	3.6	-0.9
35: C=CCOc1ccc(/C(O)=C2/C(=O)C(=O)N(Cc3cccnc3)C2c2ccc(C(C)(C)C)cc2)cc1C (stereo not given)
→ -4.9	0.1	1.0	0.2
36: CCN(Cc1ccccc1)S(=O)(=O)c1ccc(F)c(C(=O)Nc2ccc(Cl)cc2C(F)(F)F)c1
→ -1.5	0.1	2.8	0.7
37: COc1cc(OC)nc(Sc2ccccc2C(=O)O)n1
→ 2.7	0.0	5.0	-0.7
38: CSc1ccc(Cl)c(C(=O)Nc2ccc(NC(C)=O)cc2)c1
→ 7.2	0.3	8.4	-0.5
39: COc1ccc(NS(=O)(=O)c2ccc(F)cc2F)cc1
→ -1.5	0.0	-1.6	0.5
40: c1ccc(C(c2nnnn2Cc2ccco2)N2CCN(C3CCCC3)CC2)cc1 (stereo not given)
→ -14.7	0.0	-6.7	4.2
41: Cc1nc2sc(C(c3ccc(Cl)cc3)N3CCC(O)CC3)c(O)n2n1 (stereo not given)
→ 1.6	0.5	-2.9	0.9
42: COCc1ccc(C(=O)N2CCC3(CC2)CC3C(=O)Nc2cccc(F)c2)o1 (stereo not given)
→ 3.4	0.1	2.6	-0.9
43: COc1ccc(C2=CC(c3ccccc3Cl)n3ncnc3N2)cc1 (stereo not given)
→ 0.3	-0.1	-2.8	0.4
44: Cc1ccc(NC(=O)c2c(NC(=O)c3ccccc3)sc3c2CCC(C)C3)cc1 (stereo not given)
→ 4.6	0.1	9.0	2.2
45: COc1cc(NC(=O)Cn2nc(-c3ccccc3F)ccc2=O)cc(OC)c1OC
→ 1.1	0.1	-0.6	-3.0
46: CN1CCN(C2=NC(=O)/C(=C\c3ccccc3OS(=O)(=O)c3ccccc3)S2)CC1
→ -0.8	-0.2	10.6	0.3
47: COc1cc(OC)cc(C(=O)Nc2ccc(Cc3ccncc3)cc2)c1
→ 0.3	0.0	0.4	1.0
48: Cc1sc(NC(=O)c2ccccc2F)c(C(N)=O)c1C
→ -55.8	0.0	-18.0	-1.1
49: Cc1ccc(NC2=C(Cl)C(=O)OC2OC(=O)c2ccco2)cc1C (stereo not given)
→ 7.7	0.1	5.6	1.3
50: Cc1cc(Br)ccc1NC(=O)C(N)=O
→ -8.1	0.0	0.7	-1.9
51: CNC(=O)C1Cc2ccccc2N1S(=O)(=O)c1cccs1 (stereo not given)
→ -3.0	0.0	-1.3	2.1
52: CCOC(=O)C1=C(C)N=c2s/c(=C\c3cc(Br)c(OC)c(Br)c3)c(=O)n2C1c1ccc(OC)cc1 (stereo not given)
→ -12.8	0.0	-7.3	0.0
53: CCCCCCCc1c2c(C)c(C(=O)OCC)nc-2cc2n1CC(C)=C2C
→ 42.0*	-0.1	10.5	2.2
54: COc1ccc(NC(=O)Cc2ccccc2[N+](=O)[O-])cc1Cl
→ -32.3	-0.1	-8.0	1.5
55: COc1ccc(N2CCN(Cc3cc(C)cc(C)c3)C2=O)cc1
→ -3.0	0.8	4.8	-0.1
56: O=c1c(-c2ccccc2)c(C(F)(F)F)oc2cc(O)ccc12
→ 9.8	0.0	11.4	0.2
57: COc1ccc(Cn2nnnc2C(C(C)C)N2CCN(c3ccc(OC)cc3)CC2)cc1 (stereo not given)
→ -23.3	0.0	5.1	0.0
58: CCCC1CCC(c2ccc(OC(=O)c3cccc(C(=O)Oc4ccc(C5CCC(CCC)CC5)cc4)n3)cc2)CC1 (stereo not given)
→ 12.7	0.1	-0.7	0.3
59: CC(=O)OC[C@H]1O[C@H](C#Cc2ccc(F)cc2F)C=C[C@@H]1OC(C)=O
→ ·	0.0	7.2	0.6
60: COc1ccc(/C=C/C(=O)NC(=S)N2CCN(C)CC2)cc1
→ -5.8	-0.1	-3.7	-1.0
61: COc1ccc(/C=C/C(=O)c2c(C)cc(C)[nH]c2=O)cc1OC
→ 23.8	0.1	8.2	0.4
62: CN1CCCc2cc(CN3CCC(C4(C)NC(=O)NC4=O)CC3)ccc21 (stereo not given)
→ -13.3	-0.1	-3.7	0.8
63: CCSc1ccccc1C(=O)Nc1cccnc1
→ 4.7	0.5	12.1	2.4
64: CSCCC(NC(N)=O)C(=O)Nc1ccc2ccccc2c1 (stereo not given)
→ -13.3	0.4	10.8	0.6
65: O=C(COc1ccc(Cl)cc1)NC(=S)Nc1ccccc1[N+](=O)[O-]
→ -4.1	0.2	-0.6	-0.2
66: Cc1cnn(C(=O)c2c(C)noc2C)c1
→ 3.4	0.0	-2.4	-1.1
67: COc1cc(C(=O)N/N=C/c2cccc(Br)c2)cc(OC)c1OC
→ 60.4*	-0.1	16.1	-0.1
68: O=C([C@@H]1C[C@@H]2C=C[C@H]1C2)N1CCC(c2ccnc(-c3ccccc3)n2)CC1
→ -1.3	0.1	10.3	-0.2
69: O=Cc1ccc(Sc2nnnn2-c2ccccc2)c([N+](=O)[O-])c1
→ 13.9	-0.2	2.4	-0.5
70: O=C(Nc1cccc2ccccc12)N1CCCCC1
→ -15.4	0.0	3.2	2.0
71: COc1ccc(CCNS(=O)(=O)c2ccc(CCNC(C)=O)cc2)cc1
→ -9.0	-0.2	-5.5	-2.1
72: COc1ccccc1NC(=O)c1ccc(NC(=O)Cn2ccsc2=N)cc1
→ 7.7	0.0	12.3	-0.4
73: Cc1nc2scc(C)n2c1C(=O)NCC(C)(C)C
→ -0.6	-0.3	3.5	0.5
74: N#CCCN(C(=O)CSc1n[nH]c(N)n1)c1ccccc1
→ 2.5	0.0	-0.5	-1.0
75: S=C(c1cccs1)N1CCOCC1
→ -1.9	0.1	2.3	0.0
76: CC(C)Cc1ccc(S(=O)(=O)N2CCCCCC2)cc1
→ -3.1	0.1	-4.5	-1.0
77: Cc1ccc(CSCC2Nc3ccc(C(=O)N4CCN(c5cccc(C)c5)C(C)C4)cc3NC2=O)cc1 (stereo not given)
→ 15.5	-0.3	9.5	0.3
78: COc1cccc(NC(=O)c2nn(-c3ccccc3OC)c(=O)c3ccccc23)c1
→ -7.4	0.0	-1.8	-1.1
79: CC(=O)NC1=NC(=O)/C(=C\c2ccc(-c3ccc([N+](=O)[O-])cc3)o2)S1
→ 5.0	-0.1	-0.4	1.3
80: CC1c2cccn2CCN1S(=O)(=O)c1ccccc1Cl (stereo not given)
→ 6.5	0.1	9.8	5.9*
81: CN1C(=O)c2ccc(N3C(=O)c4ccc(Oc5ccc(N)cc5)cc4C3=O)cc2C1=O
→ -0.5	0.2	15.6	-0.1

An excerpt from the list above, as a working copy:
Values run as follows: TEAD-YAP inh	FBW7 act	MITF inh	GPR151 activ
34: COc1ccc(C(=O)c2c(N)sc3c2CCC(C)C3)cc1 (stereo not given)
→ -75.4	-0.2	3.6	-0.9
35: C=CCOc1ccc(/C(O)=C2/C(=O)C(=O)N(Cc3cccnc3)C2c2ccc(C(C)(C)C)cc2)cc1C (stereo not given)
→ -4.9	0.1	1.0	0.2
